Compound activity (PubChem BioAssay)
RXFP1 agonist: RXFP1 (human) receptor agonism; Q9HBX9; HEK293T-RXFP1 cAMP TR-FRET, 30 min; response scale: percent of porcine relaxin response, buffer zero; Potency, µM (series often up to 57.5 µM), without a hit: at the top dose activation, most hits filed as activators; 0.3% of 370,000 active; active means well fitted activation curve with a large enough effect; inconclusive means small, poorly fitted or top-dose-only effect; further: potency means the concentration at half of the fitted maximal effect; on the % scale 0 is the no-effect control and ±100 the full control effect; nearly all actives have a fitted effect of over 60% in size; many of its hits are not listed in these tables
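HEK293T cells stably expressing RXFP1 were pretreated with the PDE4 inhibitor Ro 20174, exposed to compounds for 30 min at 37C, lysed, and cAMP was read by TR-FRET. Data normalized to buffer (basal) and 29 nM porcine relaxin (100%).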
TRHR enhancer: allosteric enhancers of human TRH receptor | P34981 | TRHR cells, fluo-8 calcium fluorescence, EC20 TRH enhancement | AID 493056 | enhancement, % at 2 µM | 0.66% of 360,000 active; in the data active means enhancement above about 30%; further: 0% is about no effect
Target sequence (P34981 whole entry, looked up): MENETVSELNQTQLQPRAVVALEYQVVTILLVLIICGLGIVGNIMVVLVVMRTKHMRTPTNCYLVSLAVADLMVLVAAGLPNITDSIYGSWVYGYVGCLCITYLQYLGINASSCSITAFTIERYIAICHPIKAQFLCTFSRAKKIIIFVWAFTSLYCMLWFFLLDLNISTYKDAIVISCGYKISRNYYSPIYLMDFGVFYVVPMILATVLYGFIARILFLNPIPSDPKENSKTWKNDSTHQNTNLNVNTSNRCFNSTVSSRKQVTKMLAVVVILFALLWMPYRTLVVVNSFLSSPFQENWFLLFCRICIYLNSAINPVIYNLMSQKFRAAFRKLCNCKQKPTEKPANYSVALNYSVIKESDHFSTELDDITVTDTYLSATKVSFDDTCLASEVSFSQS
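Enhancer read-out: after compound pinning and an initial kinetic agonist-mode read, an EC20 of TRH (10 nM final) was injected and fluo-8 calcium signal (Ex 480/Em 530) followed at 1 s/cycle for 100 cycles in TRHR-expressing cells.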
D1 agonist: human D1 receptor agonism | P21728 | HEK293 T-REx D1 cells, calcium flux, agonist mode | activation, % at 2 µM | 1% of 360,000 active | AID 504660; in the data active means activation above about 30%; further: 0% is about no effect
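Tetracycline-induced HEK293 TREx D1 cells, force-coupled to calcium signalling, were dye-loaded with a no-wash calcium kit. Compound was pin-added after a 10 s baseline. Fluorescence was read kinetically at 1 cycle/s for 180 s, with calcium rises flagged as agonism.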
D2 ag: activates the human D2 dopamine receptor | P14416 | HEK293 T-REx D2 cells, calcium flux agonist mode | activation, % at 2 µM | 0.53% of 340,000 active | AID 485358;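 active means activation over 3 SD above normal in the single-dose calcium agonist read, cut at about 30% in these data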; further: 0% is about no effect
Target sequence (P14416 whole entry, looked up): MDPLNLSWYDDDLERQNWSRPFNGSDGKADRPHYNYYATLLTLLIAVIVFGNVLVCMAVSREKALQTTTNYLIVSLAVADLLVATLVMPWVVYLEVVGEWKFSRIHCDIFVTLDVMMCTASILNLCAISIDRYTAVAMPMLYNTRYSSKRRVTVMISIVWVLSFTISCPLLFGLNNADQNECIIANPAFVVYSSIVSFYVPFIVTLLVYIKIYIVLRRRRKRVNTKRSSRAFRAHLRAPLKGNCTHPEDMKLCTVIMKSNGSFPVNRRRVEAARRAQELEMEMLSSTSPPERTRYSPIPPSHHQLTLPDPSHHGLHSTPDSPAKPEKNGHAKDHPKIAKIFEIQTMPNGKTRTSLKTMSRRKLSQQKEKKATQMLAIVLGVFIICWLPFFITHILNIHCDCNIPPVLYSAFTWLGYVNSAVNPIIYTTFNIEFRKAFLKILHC
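Tetracycline-induced HEK293 T-REx cells with force-coupled D2 receptor, plated overnight at 30 C, loaded with no-wash calcium dye. After a 10 s baseline, compound was pin-added and calcium flux read kinetically for 180 s; calcium rises flagged agonists.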
D1 antag: antagonists of human D1 dopamine receptor; P21728; HEK293 TREx D1 cells, calcium flux, dopamine EC80; stronger effect = lower value; activity change, negative = inhibition, % at 10 µM; 3.2% of 360,000 active; AID 504652; in the data active means activity change below about -30%; further: on the % scale 0 is the no-effect control and ±100 the full control effect
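Cells carrying a force-coupled, tetracycline-inducible human D1 receptor report calcium flux. Each well gets a 10 s baseline, compound with 180 s monitoring, then an EC80 dopamine stimulus with a second 180 s kinetic read.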
D2 PAM: positive allosteric modulators of human D2 dopamine receptor. HEK293 T-REx D2, calcium flux, EC20 dopamine potentiation. potentiation, % at 10 µM. 0.34% of 340,000 active;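 active means potentiation over 3 SD above the plate norm, cut at about 30% in these data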; further: 0% is about no effect
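Potentiation of an EC20 dopamine calcium response measured kinetically over 180 s, after a preceding 180 s compound-only read flagging agonists. Cells: inducible Hek293 Trex D2 line, 4000/well, cultured overnight at 30 C before dye loading.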
D2 antag: antagonizes the human D2 dopamine receptor. HEK293 TREx D2 cells, calcium flux, dopamine EC80. inhibition, % at 10 µM. 2% of 340,000 active. AID 485344; in the data active means inhibition above about 30%; further: 0% is about no effect
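Calcium flux kinetic readout in an inducible HEK293 TREx D2 line plated overnight at 30 C. After 180 s compound exposure, an EC80 dopamine challenge follows with another 180 s kinetic read to detect antagonism.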
D1 potentiator: enhances dopamine response at the human D1 receptor; 0.036% of 360,000 active; potentiation, % at 10 µM; P21728; HEK293 TREx D1 cells, calcium flux, dopamine EC20 potentiation; in the data active means potentiation above about 30%; further: 0% is about no effect
RXFP1 antagonist: antagonists of human relaxin receptor RXFP1; Q9HBX9; activity change, negative = inhibition, % at 57.5 µM; HEK293-RXFP1, relaxin-stimulated cAMP HTRF, 30 min; stronger effect = lower value; AID 1259400; 0.59% of 350,000 active;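 active means activity change of -60% or lower, but not beyond a set lower limit; inconclusive means change between -60% and -40%, or beyond the set limit; inactive means change above -40%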; further: on the % scale 0 is the no-effect control and ±100 the full control effect
* marks the source's active call; other numbers are inactive results; ? = inconclusive; · = not tested or not shown. This is a subset (hit frequency here may not be typical).

mol	RXFP1 agonist	TRHR enhancer	D1 agonist	D2 ag	D1 antag	D2 PAM	D2 antag	D1 potentiator	RXFP1 antagonist
O=C(NCc1ccncc1)C1CCN(S(=O)(=O)c2cccc(C(F)(F)F)c2)CC1	2.4%	3	1	0.2	1	-3	-6	-5	3
Cc1ccc(C)c(S(=O)(=O)Nc2ccc(O)c3ccccc23)c1	-2.3%	-1	-3	-2.9	1	10	-6	-1	7
O=C(O)c1cc(S(=O)(=O)N2CC3CC3C2C(=O)O)c(Cl)cc1Cl (stereo not given)	0.4%	3	2	-0.1	4	2	1	3	6
CCOc1ccc2nc(Cl)c(C3CC(c4ccc(C)cc4)=NN3C(=O)CCC(=O)O)cc2c1 (stereo not given)	7.3%	-1	-1	·	5	-4	·	3	-7
COc1ccc(C)cc1S(=O)(=O)N(CC(=O)O)c1ccc(F)cc1	0.4%	1	1	0.2	8	-12	6	-4	-5
C/C(=N\NC(=O)COc1ccc(C(C)(C)C)cc1)c1ccccc1	6.1%	3	2	-2.7	17	-9	7	5	-19
COc1cc2cc(Br)cc(Br)c2nc1C	?	-2	3	-0.3	17	3	-7	3	22
Cc1ccc(Sc2c(C)nn(C(=O)c3ccc(Cl)cc3)c2C)cc1	4.9%	0	2	-0.8	-3	-9	·	0	·
O=C(NCCc1ccccc1)c1coc(=O)c(Br)c1	11%	-1	2	39*	-4	0	13	-6	-2
COc1ccc(S(=O)(=O)N2CCN(CC(=O)c3[nH]c(C)c(C(C)=O)c3C)CC2)cc1OC	2.7%	1	3	-0.1	13	5	19	-2	1
CN(CCC1CCOCC1)Cc1nc(Cc2ccccc2F)no1	0.6%	-9	2	0.1	3	11	13	2	3
Cc1ccc(NC(=O)CN(Cc2ccccc2)S(=O)(=O)c2ccc3nc(C)sc3c2)c(C)c1	1.1%	1	0	1.2	-3	-13	·	1	-10
CC(=O)Nc1ccc(S(=O)(=O)NCC(=O)NCCCc2ccccc2)cc1	3.2%	1	1	0.7	-5	-5	0	-5	3
COc1ccc(C(=O)Nc2ccc(C(=O)N3CCCCC3C)cc2)c(OC)c1OC (stereo not given)	3.4%	-1	4	0.0	-19	3	-1	-3	11
O=C(CCc1nc2ccccc2c(=O)[nH]1)Nc1cccc(S(=O)(=O)N2CCOCC2)c1	9.6%	-4	4	-0.1	-9	3	7	1	33
COc1ccc(-c2noc(CCC(=O)Nc3ccc(C(F)(F)F)cc3)n2)cc1	-0.5%	10	13	·	-19	0	·	-4	·
COc1ccc(C(=O)NC(=S)Nc2ccc3c(c2)Cc2ccccc2-3)cc1	0.6%	12	1	-0.2	0	5	-1	-1	-10
COc1ccc(CNC(=O)Cc2cccs2)cc1	0.5%	-1	1	1.4	1	4	-9	-6	-8
Cc1ccc(Nc2c3c(nc4ncnn24)CCC3)cc1	3.3%	0	4	-0.9	3	-4	-7	8	-15
c1ccc2c(c1)CCN(c1nc3cc4c(cc3s1)OCCO4)C2	-0.1%	-3	11	-0.4	-1	9	-23	12	-16
CCOC(=O)c1cc(C)n(Cc2ccc(OCC)c(OC)c2)c1C	-0.5%	8	8	0.0	·	13	-8	-3	-7
O=C(NCCCc1ccccc1)C1CCN(S(=O)(=O)c2ccc(F)cc2)CC1	1.0%	-10	4	·	-12	·	·	0	-4
CCC(C)n1c(SCC(=O)NCc2ccco2)nnc1-c1cccc(S(=O)(=O)N2CCOCC2)c1 (stereo not given)	1.3%	-3	2	-0.4	5	-7	-10	-1	-7
CCCCN(CC)C(=O)/C=C/c1cccc([N+](=O)[O-])c1	-2.4%	-1	-1	-1.1	-10	19	7	3	-1
CC12CCC(=O)N1C(C(=O)Nc1cc(Cl)ccc1N1CCOCC1)CS2 (stereo not given)	-0.6%	-1	0	0.9	8	-8	-7	4	-14
CC12CCC(=O)N1C(C(=O)Nc1cc(S(=O)(=O)N3CCCCCC3)ccc1OCC(F)(F)F)CS2 (stereo not given)	2.7%	-5	5	11	-12	12	-8	-6	3
Cn1c(OCc2cccnc2)nc2c1c(=O)n(Cc1ccc(Br)cc1)c(=O)n2C	2.0%	2	0	0.3	-8	14	-3	-8	-4
Cn1cc(CNC(=O)C2CCCCC2)cn1	-0.1%	2	4	0.4	-10	2	-5	2	-4
CC(=O)Nc1ccc(OCC(O)Cn2nc(C)c(Br)c2C)cc1 (stereo not given)	-2.7%	-5	1	-2.0	-1	-8	20	-2	2
CCOC(=O)C1(CC2CCCCO2)CCN(Cc2cn[nH]c2-c2cccc(F)c2)CC1 (stereo not given)	-0.1%	8	4	1.7	0	-15	-15	-4	5
COc1cc(C(=O)Nc2ccc3c(c2)N(C(=O)CN2CCN(C)CC2)c2ccccc2CC3)cc(OC)c1OC	-0.5%	7	1	0.4	2	-11	-13	-8	-4
CCCNC(=O)CN1C(=O)CSc2ccc(S(=O)(=O)N3CCC(C)CC3)cc21	-1.4%	0	0	0.5	-17	-3	·	-6	3
COc1cc(OC)cc(-c2c(-c3cccs3)c3cc(-c4ccc5c(c4)OCCO5)ccc3n2C)c1	4.4%	-4	5	0.1	·	8	1	-2	·
CN(C)c1ccc(/C=C/c2ccc3ccccc3n2)cc1	?	16	139*	24	-5	6	-24	2	9
CCn1c(=O)c(C(=O)Nc2ccc(C(C)=O)cc2)nc2ccccc21	15%	18	1	0.3	-4	4	·	3	·
CC(=O)Nc1ccc(NC(=O)c2ccc3c(c2)N(Cc2cccc(Cl)c2)C(=O)c2ccccc2S3(=O)=O)cc1	0.3%	3	10	-1.0	8	6	·	-3	·
COc1cc(C#Cc2c(-c3ccccc3)n(C)c3ccccc23)cc(OC)c1	10%	18	2	0.7	8	5	10	8	·
COc1ccc(C2C(C(C)=O)=C(O)C(=O)N2CCc2ccccc2)c(OC)c1 (stereo not given)	7.9%	0	3	0.8	-18	2	22	0	9
Fc1ccc(/C=N/Nc2ncnc3nc[nH]c23)cc1F	11%	-6	-2	3.8	-14	3	7	-6	·
O=C(Nc1cccnc1)c1cc(F)c(F)cc1Cl	2.8%	-2	1	0.0	14	0	4	2	-4
Cc1ccc2c(c1)-c1ccccc1S(=O)(=O)N2	1.0%	6	1	-0.4	0	8	-13	-3	-2
CCNC(=S)N1CCn2c(nc3ccccc32)C1	-0.6%	6	-1	0.9	43	6	-9	0	1
CCOC(=O)c1c(Cc2ccc(Cl)cc2)c[nH]c1C	2.3%	-14	0	-1.7	8	-2	-5	-6	3
COc1ccc(-c2nc(N)ncc2-c2ccc(Cl)cc2)c(O)c1	11%	-1	3	1.0	2	-19	-27	-5	-16
Cc1ccc2c(c1)[nH]c1c(=O)n(CCN3CCCCC3)cnc12	2.3%	5	3	0.6	-5	6	11	-1	2
O=C(NCC(=O)N1CCCCCCC1)c1ccc(Br)o1	-0.4%	3	1	-0.6	11	18	-5	6	-8
CC(=O)Nc1cccc(N2C(=O)CCC2=O)c1	-4.1%	0	1	2.9	-2	8	3	3	-12
CCOc1ccc(CNC(=O)Cn2nc(C)n3nc(-c4ccccc4)cc3c2=O)cc1	-0.6%	-2	1	0.2	5	11	-2	4	-12
OC1CCCN(C(=S)NCc2ccccc2)C1 (stereo not given)	-4.9%	-1	-2	-1.2	·	-4	-1	0	-9
COc1cccc2cc3c(=O)n(-c4ccccc4)nc-3oc12	-0.1%	9	5	0.5	22	22	0	·	·

Going on with the list:
mol	RXFP1 agonist	TRHR enhancer	D1 agonist	D2 ag	D1 antag	D2 PAM	D2 antag	D1 potentiator	RXFP1 antagonist
COc1cc(/C=N\Nc2nc3ccccc3[nH]2)cc(OC)c1OC	-5.1%	9	2	-0.5	-12	4	8	-1	3
Cc1ccc(CN2CCSc3ccc(C(=O)NCc4ccccn4)cc32)cc1	10%	-10	0	3.9	18	-13	14	5	2
CCCCN(C(=O)C(CCSC)N1C(=O)c2ccccc2C1=O)c1c(N)n(CCC)c(=O)[nH]c1=O (stereo not given)	0.1%	0	2	-0.2	4	-1	-5	-9	3
Cc1noc(C)c1C(=O)Nc1cccc(S(=O)(=O)N2CCCCC2)c1	0.2%	-1	1	-0.2	-3	11	1	0	5
CC(C)Nc1nc(Cl)nc(NC2CCCCC2)n1	-2.2%	-3	0	-0.8	-3	-4	-6	-5	-4
CCC(C)(C(=O)NC1CCCC1)N(Cc1cccs1)C(C)=O (stereo not given)	2.7%	-3	3	0.3	20	-4	-21	-2	-4
Cc1c(-c2ccccc2)sc(Br)c1C(=O)N1CCOCC1	0.3%	-5	1	-0.6	-13	-9	-3	-7	-1
Cc1ccc(-c2nc3sc(CCNC(=O)c4ccc(Br)o4)c(C)n3n2)cc1	0.2%	-1	1	1.2	·	-1	·	0	·
O=C(NC1CCCc2c1cnn2-c1ccccc1F)c1ccccc1N1CCOCC1 (stereo not given)	-0.1%	-10	-2	-0.5	2	-2	9	-4	-6
CCOCCCNC(=O)C(c1ccc(OC)cc1)N(Cc1cccs1)C(=O)c1ccccn1 (stereo not given)	-4.0%	0	5	7.7	-15	-8	-23	-1	-4

4 records picked at random from those above:
mol	RXFP1 agonist	TRHR enhancer	D1 agonist	D2 ag	D1 antag	D2 PAM	D2 antag	D1 potentiator	RXFP1 antagonist
CCNC(=S)N1CCn2c(nc3ccccc32)C1	-0.6%	6	-1	0.9	43	6	-9	0	1
CCC(C)n1c(SCC(=O)NCc2ccco2)nnc1-c1cccc(S(=O)(=O)N2CCOCC2)c1 (stereo not given)	1.3%	-3	2	-0.4	5	-7	-10	-1	-7
CN(CCC1CCOCC1)Cc1nc(Cc2ccccc2F)no1	0.6%	-9	2	0.1	3	11	13	2	3
CC(C)Nc1nc(Cl)nc(NC2CCCCC2)n1	-2.2%	-3	0	-0.8	-3	-4	-6	-5	-4

Further records follow:
mol	RXFP1 agonist	TRHR enhancer	D1 agonist	D2 ag	D1 antag	D2 PAM	D2 antag	D1 potentiator	RXFP1 antagonist
C=Cc1ccc(Cn2c(=O)n(-c3ccc(C)cc3)c(=O)c3c2c2cc(OC)ccc2n3C)cc1	0.5%	3	3	1.3	-10	-5	·	-2	·
Cc1ccc(N(CC(=O)NC2CCCCC2)C(=O)CCCC(=O)Nc2ccccn2)cc1	2.9%	1	0	-1.1	16	-8	-16	9	2
O=C(CSc1nc2ccccc2c(=O)[nH]1)c1cccs1	0.5%	-3	1	0.2	9	12	9	-7	6
O=C(N/N=C\C=C\c1ccco1)c1cncc(Br)c1	0.4%	18	2	-0.2	-13	-6	-3	-4	-24
CCOC(=O)C1=NOC2C(=O)N(c3ccc(Cl)cc3Cl)C(=O)C12 (stereo not given)	2.6%	9	2	0.8	-4	-6	-2	-3	-4
